Source: PubChem BioAssay (several laboratories)
Bcl-XL Bim block = inhibitors of Bim-Bcl-XL interaction, human. 190,000 tested, 0.04% active. AID 1007. inhibition, % at 10 µM. Bim peptide-Bcl-XL binding, bead flow cytometry, fluorescence. Q07817
RGS4-Gao reg = modulates binding of RGS4 to human Galphao; P09471; Multiplexed bead flow cytometry; actives lie on both sides; binding response (% of control), % at 10 µM; 220,000 tested, 0.33% active; in the data active means binding response below about 49% or above about 150%; inactive means in between;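 further: fluorescent Galphao activated with aluminum fluoride binding bead-coupled RGS4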
Target sequence (P09471 whole entry, looked up): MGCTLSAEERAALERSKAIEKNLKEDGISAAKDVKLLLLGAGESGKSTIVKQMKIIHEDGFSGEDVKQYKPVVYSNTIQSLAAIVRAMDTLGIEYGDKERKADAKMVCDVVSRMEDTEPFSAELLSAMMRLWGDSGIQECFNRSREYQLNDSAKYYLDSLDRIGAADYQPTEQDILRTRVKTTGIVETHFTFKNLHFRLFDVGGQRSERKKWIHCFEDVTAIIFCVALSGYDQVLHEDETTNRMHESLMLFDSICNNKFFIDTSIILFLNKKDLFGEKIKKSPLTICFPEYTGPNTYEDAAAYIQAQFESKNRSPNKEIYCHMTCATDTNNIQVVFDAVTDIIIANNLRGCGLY
Bim-Bcl-2 = disrupts Bim peptide binding to human Bcl-2; P10415; inhibition, % at 10 µM; 190,000 tested, 0.06% active; Bead-based flow cytometry, Bim peptide-Bcl-2 binding; AID 950; in the data active means inhibition above about 40%; inconclusive means no clear call, values can overlap the other calls;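 further: 0% = no compound wells with probe peptide and 100% = reference peptide inhibitor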
RGS8-Gao = human RGS8-Galphao interaction regulation; multiplexed bead flow cytometry, RGS8-Galphao binding; actives lie on both sides; response (percent of control binding), % at 10 µM; 220,000 tested, 0.34% active; AID 1423; in the data active means response below about 60% or above about 140%; inactive means in between;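 further: Galphao activated as the GDP aluminium fluoride complex binding bead-coupled RGS8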
Mcl1-Noxa inh = disrupts binding of human Mcl-1 to Noxa peptide; TR-FRET Mcl-1/Noxa peptide binding, 2 h; inhibition, % at 21.7 µM; 220,000 tested, 1.5% active;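 active means compounds that cut the protein-peptide binding signal by more than 50% relative to plate controls in a single-dose test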;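 further: His-tagged Mcl-1 with rhodamine Noxa BH3 peptide and terbium anti-His antibody; 0% = Mcl-1 plus Noxa peptide wells and 100% = peptide-only wells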
Target sequence (Q07820 whole entry, looked up): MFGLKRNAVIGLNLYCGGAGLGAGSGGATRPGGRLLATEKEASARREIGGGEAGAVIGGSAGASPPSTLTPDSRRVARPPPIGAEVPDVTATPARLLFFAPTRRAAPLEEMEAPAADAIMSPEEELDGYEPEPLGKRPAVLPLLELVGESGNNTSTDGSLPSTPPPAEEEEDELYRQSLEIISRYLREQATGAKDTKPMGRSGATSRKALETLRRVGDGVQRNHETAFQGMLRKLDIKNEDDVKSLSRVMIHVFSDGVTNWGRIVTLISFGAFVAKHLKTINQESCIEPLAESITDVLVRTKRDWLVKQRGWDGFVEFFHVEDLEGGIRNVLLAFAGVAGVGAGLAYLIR
RGS7-Gao = regulators of human RGS7-Galphao interaction; Multiplexed bead flow cytometry, RGS7-Galphao binding; actives lie on both sides; 220,000 tested, 0.35% active; binding response (% of control), % at 10 µM; P09471; in the data active means binding response below about 49% or above about 150%; inconclusive means no clear call, values can overlap the other calls; inactive means in between;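 further: fluorescent Galphao held in activated GDP-AlF4 state binding bead-coupled RGS7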
Mcl1 Bid PPI = disrupts binding of human Mcl-1 to Bid peptide; Q07820; TR-FRET Mcl-1/Bid-Dy647 peptide binding, 1536-well; 220,000 tested, 0.97% active; AID 1021; inhibition, % at 21.7 µM;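 active means compounds that cut the binding signal by more than half at the single screening dose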;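 further: His-tagged Mcl-1 with europium anti-His antibody binding Bid BH3 peptide; 0% = Mcl-1 plus peptide wells and 100% = peptide-only wells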
Bcl-B Bim block = human Bim-Bcl-B interaction inhibition | bead-based flow cytometry, Bim peptide-Bcl-B binding | 190,000 tested, 0.073% active | Q9HD36 | inhibition, % at 10 µM;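 further: 0% = tracer peptide without compound and 100% = reference inhibitor peptide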
Bim-Bfl-1 = human Bim-Bfl-1 interaction inhibition | 190,000 tested, 0.12% active | inhibition, % at 10 µM | Q16548 | Bead-based flow cytometry, Bim-Bfl-1 binding inhibition;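 further: 0% = wells without compound plus tracer and 100% = blocker peptide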
Mcl-1 Bim block = human Bim-Mcl-1 interaction inhibition; inhibition, % at 10 µM; Q07820; Bead-based flow cytometry, Bim peptide-Mcl-1 binding; 190,000 tested, 0.1% active;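 further: 0% = no compound tracer wells and 100% = peptide blocker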
Bim-Bcl-W = human Bim-Bcl-W interaction inhibition; bead-based flow cytometry, Bim peptide-Bcl-W binding; inhibition, % at 10 µM; 190,000 tested, 0.02% active; AID 952;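 further: 0% = bound tracer without compound and 100% = peptide blocker; higher means less fluorescent Bim peptide bound to Bcl-W beads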
Target sequence (Q92843 whole entry, looked up): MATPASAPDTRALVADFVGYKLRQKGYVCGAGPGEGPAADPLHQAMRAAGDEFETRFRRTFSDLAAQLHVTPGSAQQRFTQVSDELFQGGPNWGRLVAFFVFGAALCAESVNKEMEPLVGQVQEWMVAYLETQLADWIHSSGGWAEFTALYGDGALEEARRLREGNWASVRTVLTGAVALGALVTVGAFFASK
Starred values were filed as active, the others as inactive; i = inactive; ? = inconclusive; · = not tested or not shown. Unless noted, no stated cut-off is given here; in the data, active means inhibition above about 40%. Compounds were not picked by outcome; overall some 2.7% were active at least once.

molecule	Bcl-XL Bim block	RGS4-Gao reg	Bim-Bcl-2	RGS8-Gao	Mcl1-Noxa inh	RGS7-Gao	Mcl1 Bid PPI	Bcl-B Bim block	Bim-Bfl-1	Mcl-1 Bim block	Bim-Bcl-W
Nc1ncnc2nc(SCCc3ccccc3)[nH]c12	-7	103	8	103	-6	108	-12	-7	0	-9	-5
Cc1cnc(NC(=O)CN2C(=O)C3CC=CCC3C2=O)s1 (centres undefined)	4	102	3	97	9	103	-39	3	0	2	1
O=C(COc1ccc2ccccc2c1)N1c2ccccc2Sc2ccccc21	-5	97	-11	97	2	97	-3	-10	-13	-3	-1
COc1cccc(NC(=O)C2CCN(c3ncccn3)CC2)c1	-7	98	-2	101	-4	105	7	-6	-11	0	2
Cc1ccsc1/C=N\NC(=O)c1ccc2c(c1)OCO2	-3	104	-3	102	-32	104	-1	-5	-9	-1	4
Cc1nn(CC(=O)NCCN2CCOCC2)c(=O)c2ccccc12	-10	101	-11	103	0	101	-17	-9	-21	-5	-5
Fc1ccccc1/C=C/c1ccc2ccccc2n1	-4	101	-9	99	21	100	6	-9	-15	-1	-2
O=C1Nc2ccccc2/C1=C/C(=O)c1cccs1	-2	98	-6	99	12	97	6	0	-8	0	2
CCCC(C)n1[nH]c(=O)cc1N (centres undefined)	-8	102	-6	103	-5	99	-17	-7	-8	-3	-5
Cc1ccc(C)c(N(CC(=O)NC2CCCC2)C(=O)c2oc(C(C)(C)C)cc2C)c1	0	100	0	99	-8	99	-9	0	0	0	0
CCOC(=O)N1CCN(S(=O)(=O)c2ccc([N+](=O)[O-])cc2)CC1	-2	107	-5	111	-5	109	-1	-5	-5	-3	-5
O=C(CSCC(=O)Nc1ccccc1)N/N=C/c1c(O)ccc2ccccc12	5	96	-7	96	·	94	-79	-4	-8	-1	0
COc1ccc(-c2ccc(=O)n(CC(=O)Nc3ccc4c(c3)OCCO4)n2)cc1	-3	104	-4	104	16	102	-22	-5	-8	-3	0
CCCCn1c(=NC(=O)c2cccnc2)c(C(=O)OCC)cc2c(=O)n3ccccc3nc21	-1	103	0	98	21	99	-16	0	0	1	1
CC(C)(C)C(=O)N/C(N)=N/c1nc2ccccc2o1	·	101	·	102	9	?	-7	·	·	·	·
CCc1ccc(C(=O)Nc2ccc(OC)c(S(=O)(=O)N3CCOCC3)c2)cc1	-2	100	-2	99	6	98	-13	1	-4	1	-3
COc1ccc(C(Nc2cc(C)ccn2)c2ccc3ccc(C)nc3c2O)cc1 (centres undefined)	·	94	·	96	-49	?	4	·	·	·	·
CCOC(=O)C1=C(C)NC(=O)NC1c1cccc(OC)c1OCc1ccccc1Cl (centres undefined)	-1	112	-4	104	6	111	-19	-8	-14	0	0
COC(=O)C1=C2SC(C)C(=O)N2C(N)=C(C#N)C1c1cc(OC)c(OC)c(OC)c1 (centres undefined)	-1	95	0	97	-6	100	-55	-5	-2	2	-3
O=C(Nc1ccc(Cl)cn1)Nc1ccccc1F	·	86	?	100	3	84	-4	·	·	·	·
COc1ccc2c(c1OC)C(=O)OC2Nc1ccc(S(=O)(=O)N=C(N)N)cc1 (centres undefined)	·	88	·	96	-7	?	-17	·	·	·	·
CSCCC1NC(=O)N(CC(=O)N2N=C(c3ccc(Cl)cc3)CC2c2ccco2)C1=O (centres undefined)	0	100	0	99	6	?	-46	-4	-2	0	-3
Cc1nnc(SCC(=O)N2CCCc3ccccc32)[nH]c1=O	0	96	-2	103	15	97	-72	-2	-2	-2	0
CC(C)CN(CC(C)C)S(=O)(=O)N1CCC(C(=O)NCCc2ccc(Cl)cc2)CC1	-11	100	-11	102	·	102	9	-11	-16	-5	-4
CCCCCCOC(=O)Cc1c(C)nc(N)[nH]c1=O	·	97	·	100	-8	?	-32	·	·	·	·

In the list so far, two contain an aryl thioether with sulfur outside any ring.
molecule	Bcl-XL Bim block	RGS4-Gao reg	Bim-Bcl-2	RGS8-Gao	Mcl1-Noxa inh	RGS7-Gao	Mcl1 Bid PPI	Bcl-B Bim block	Bim-Bfl-1	Mcl-1 Bim block	Bim-Bcl-W
Nc1ncnc2nc(SCCc3ccccc3)[nH]c12	-7	103	8	103	-6	108	-12	-7	0	-9	-5
Cc1nnc(SCC(=O)N2CCCc3ccccc32)[nH]c1=O	0	96	-2	103	15	97	-72	-2	-2	-2	0

Continued:
molecule	Bcl-XL Bim block	RGS4-Gao reg	Bim-Bcl-2	RGS8-Gao	Mcl1-Noxa inh	RGS7-Gao	Mcl1 Bid PPI	Bcl-B Bim block	Bim-Bfl-1	Mcl-1 Bim block	Bim-Bcl-W
O=C(CSc1nnc(SCc2cccc3ccccc23)s1)N/N=C/C=C/c1ccccc1[N+](=O)[O-]	-5	97	-2	104	5	98	4	-6	0	-2	-4
COCC(=O)N(CCc1ccc(OC)c(OC)c1)Cc1cc2cc(C)ccc2nc1Cl	-2	98	-5	97	6	98	-36	0	-5	0	-2
O=C(O)c1ccc(C(=O)C(=O)c2ccccc2)cc1	·	103	·	104	2	?	7	·	·	·	·
CCC1(C)Cc2c(C#N)c(N)n(-c3ccccc3)c(=O)c2CO1 (centres undefined)	0	107	-4	124	10	110	-27	0	3	2	2
CCC(=O)NC(Nc1ccccn1)(C(=O)OC)C(F)(F)F (centres undefined)	-4	101	-5	100	0	99	1	-6	-1	-3	1
CCOC(=O)CCC(NC(=O)CCCC(=O)NC(CCC(=O)OCC)C(=O)OCC)C(=O)OCC (centres undefined)	-7	100	-6	99	16	100	-3	-5	-11	-1	-2
Cc1ccsc1/C=C(\C#N)C(=O)Nc1c(C)n(C)n(-c2ccccc2)c1=O	-2	96	-4	99	6	98	-4	-9	-12	-1	-2
CCC(C)(C)n1nnnc1C(c1cc(OC)ccc1OC)N1CCN(Cc2ccccc2)CC1 (centres undefined)	-2	102	-6	102	0	102	-10	-1	-4	1	-2
CC1=C/C(=C\c2ccc(Br)o2)C(=O)O1	-11	91	-11	92	71*	88	-5	-8	-6	-6	-4
CC12CCC(C(=O)NCc3ccccc3Cl)(OC1=O)C2(C)C (centres undefined)	-3	91	-5	93	43	87	-32	-4	-7	-2	-3
Cc1sc(NC(=O)CSc2nnc(C)c(=O)[nH]2)c(C#N)c1C	2	103	0	101	2	101	-74	-2	0	-3	0
O=C(Nc1ccccc1)c1ccsc1	-4	104	0	104	5	101	-4	-6	-2	-5	-3
CC#CCCCC(=O)Nc1cc(OC)nc(OC)n1	-2	105	-2	102	12	100	4	-7	-10	0	-1
CSc1nc2ccc(NC(=O)CSc3nnc(N)s3)cc2s1	-9	101	-10	101	26	98	-7	-9	-14	-4	-1
O=C(COC(=O)CCN1C(=O)c2ccccc2C1=O)Nc1ccc(S(=O)(=O)N2CCCC2)cc1	0	101	-5	99	-8	97	-42	-4	-13	-2	-1
COc1ccc(C)cc1S(=O)(=O)N(CC(=O)N1CCOCC1)Cc1ccccc1	-5	100	-5	100	8	101	-25	-10	-17	-2	2
COc1ccc(/C=N/NC(=O)C(=O)N2CCCC2)cc1OC	-9	95	-9	93	1	97	-6	-8	-10	-6	-7
O=C(O)CCC(=O)OC1CC2CCC1C2 (centres undefined)	3	98	4	94	4	97	-25	-2	0	-9	7
CCOC(=O)CSc1nc2ccccc2n1CC(=O)NC(C)(C)C	-3	98	-1	97	8	99	-24	-1	-4	-4	-2
Cc1ccccc1NC(=S)N(CCCN1CCCCC1)Cc1ccco1	-4	94	-5	102	19	98	-40	-6	-11	0	-2
Cc1cc(Br)c(NC(=O)c2c(-c3c(Cl)cccc3Cl)noc2C)c(Br)c1	·	139	·	131	-8	?	-9	·	·	·	·
CC(C)(C)NC(=O)C(=O)NCc1ccncc1	3	98	11	102	-12	109	-26	7	15	-4	6
Cc1cccc2cc(/C=N/Nc3ccc(C(=O)O)cc3)c(Cl)nc12	·	97	·	101	-4	?	-50	·	·	·	·
Cc1ccc(C(=O)Oc2ccccc2N2C(=O)C3C4CCC(C4)C3C2=O)cc1 (centres undefined)	-6	97	-3	98	-3	97	-14	-5	-1	-6	-5
Cc1cc(C)cc(NC(=O)c2ccc(S(=O)(=O)C(F)F)cc2)c1	-6	100	-6	101	18	101	-30	-8	-8	-1	-2

molecule	Bcl-XL Bim block	RGS4-Gao reg	Bim-Bcl-2	RGS8-Gao	Mcl1-Noxa inh	RGS7-Gao	Mcl1 Bid PPI	Bcl-B Bim block	Bim-Bfl-1	Mcl-1 Bim block	Bim-Bcl-W
Cn1c(=O)c2c(nc(SCC(=O)c3cccs3)n2Cc2ccc(F)cc2)n(C)c1=O	-7	99	-13	97	i	102	-197	-18	-14	-6	-3
CCOC(=O)CCC(NC(=O)CCCCCCCCC(=O)NC(CCC(=O)OCC)C(=O)OCC)C(=O)OCC (centres undefined)	-7	94	1	96	8	99	2	-5	0	-2	-3
Cc1ccc(C(=O)COC(=O)CCC(=O)Nc2ccccc2Cl)cc1[N+](=O)[O-]	-4	101	0	114	-2	100	-16	-2	1	-5	-6
c1ccc2c(c1)nnn2Cc1nnc2sc(-c3ccncc3)nn12	-4	101	-5	99	13	110	9	-13	4	-2	5
Cc1ccc(CNS(=O)(=O)c2ccc(C(F)(F)F)cc2)n1C	·	108	·	105	-17	?	-32	·	·	·	·
Cc1nc(Sc2ccc(Cl)cc2)c(C#N)c(C)c1[N+](=O)[O-]	·	97	·	96	4	?	-4	·	·	·	·
CCN(CC(=O)NCc1ccc(Cl)cc1)C(=O)/C=C/c1ccco1	1	101	2	98	14	?	-7	9	7	0	-1
O=C(O)c1ccc2ncc(NC(=O)c3ccc(F)cc3)c(=O)n2c1	·	100	·	100	10	?	-4	·	·	·	·
O=C(Nc1ccc(F)cc1)c1ccccc1S(=O)(=O)c1ccccc1[N+](=O)[O-]	-2	100	0	107	2	102	36	-3	2	-1	2
CCOC(=O)/C(C#N)=C\c1ccc(CC)s1	1	102	-3	102	1	100	7	-7	-6	1	2
O=[N+]([O-])c1ccc(C[n+]2cc(-c3ccccc3)n3c2CCCCC3)cc1	-4	95	-2	99	14	93	-9	-8	-4	-1	0
COc1ccc(-n2c(SCC(=O)c3ccc[nH]3)nnc2-c2ccccc2)cc1	0	96	0	98	10	103	-2	-3	1	-2	-2
COc1ccc(S(=O)(=O)N[C@@H](C)C(=O)OCC(=O)Nc2cc3oc4ccccc4c3cc2OC)cc1	0	95	-3	84	8	97	-33	0	0	0	0
Cc1cc(C)c2nc(NNC(=O)c3ccc(S(=O)(=O)N4CCCC(C)C4)cc3)sc2c1 (centres undefined)	-2	100	-1	100	-56	101	-27	-11	2	-2	-6
O=C(Nc1ccc2c(c1)OCO2)N1CCCC1	-2	98	0	98	4	96	-50	0	0	1	1
Cc1ccc(CN(c2ccc(C(=O)Nc3ccc4c(c3)OCO4)cc2)S(C)(=O)=O)cc1	-12	96	-12	101	10	101	-13	-9	-13	-2	0
COC(=O)C1CCN(C(=O)Cc2ccc(Br)cc2)CC1	5	99	-1	93	16	92	-11	2	2	2	3
CCOC(=O)N1CCN(Cc2nc3c(c(=O)n(C)c(=O)n3C)n2CCCc2ccccc2)CC1	0	97	-7	102	9	97	-5	-8	-9	0	1
CC(Sc1ccc(Cl)cc1)C(=O)Nc1ccc2c(c1)OCO2 (centres undefined)	-5	101	-2	99	15	99	-10	-5	0	-2	0
